# FXIIa mix inh = human factor XIIa inhibitors, primary screen, biochemical, pooled compound mixtures, fluorogenic substrate | Coagulation factor XII (Homo sapiens), P00748 | purified FXIIa | inhibition, % at 5 µM | hit rate 0.2% among 62,000;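 note: 0% = enzyme without compound and 100% = no enzyme blank; some results filed as inactive read as strong as hits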
# MMP13 inh = human MMP13 inhibitors, primary screen, biochemical, FRET peptide cleavage; MMP-13 fTHP FRET cleavage, Mca fluorescence; inhibition, % at 4 µM; hit rate 0.07% among 65,000;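 active = inhibition above the mean of compound-free control plate wells plus 3 SD, cut at about 14% in these data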;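 note: 0% = DMSO wells and 100% = wells with reference MMP-13 inhibitor after basal subtraction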
# Cdc25B block = inhibitors of Cdc25B phosphatase catalytic domain, primary screen, biochemical, OMFP fluorescence; recombinant Cdc25B, OMFP fluorescence Ex485/Em525; hit rate 0.1% among 65,000; inhibition, %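 (compounds tested at 10 µM final in the well)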; M-phase inducer phosphatase 2 (Homo sapiens), P30305; AID 368, 2006; in the data active = inhibition above about 50%
# Target sequence (P30305 whole entry, looked up, the tested form may be a part): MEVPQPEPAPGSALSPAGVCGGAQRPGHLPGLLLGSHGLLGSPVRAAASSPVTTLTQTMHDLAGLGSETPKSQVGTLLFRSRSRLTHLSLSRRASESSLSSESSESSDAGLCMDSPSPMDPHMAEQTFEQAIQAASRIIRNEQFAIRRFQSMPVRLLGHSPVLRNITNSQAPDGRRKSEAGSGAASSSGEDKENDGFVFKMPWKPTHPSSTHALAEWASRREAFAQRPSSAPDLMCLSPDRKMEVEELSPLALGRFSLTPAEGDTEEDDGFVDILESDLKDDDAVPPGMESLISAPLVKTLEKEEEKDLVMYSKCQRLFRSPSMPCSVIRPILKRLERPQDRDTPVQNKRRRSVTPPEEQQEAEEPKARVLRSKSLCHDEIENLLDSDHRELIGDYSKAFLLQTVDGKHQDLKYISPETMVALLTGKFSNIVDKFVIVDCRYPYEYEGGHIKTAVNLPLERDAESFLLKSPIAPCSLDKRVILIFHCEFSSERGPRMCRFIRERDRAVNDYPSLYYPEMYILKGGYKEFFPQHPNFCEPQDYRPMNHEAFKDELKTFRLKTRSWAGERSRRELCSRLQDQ
# MKP-1 inh = MKP-1 phosphatase inhibitors, primary screen, biochemical, in vitro | AID 374, 2006 | recombinant MKP-1, OMFP hydrolysis fluorescence | hit rate 0.15% among 65,000 | inhibition, %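 (compounds tested at a single concentration somewhere between 10 and 100 µM)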 | Dual specificity protein phosphatase 1 (Homo sapiens), P28562;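 active = inhibition above about 50%, limit read from the data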;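 note: 0% = DMSO max control wells and 100% = wells with enzyme stopped by NaOH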
# Target sequence (P28562 whole entry, looked up): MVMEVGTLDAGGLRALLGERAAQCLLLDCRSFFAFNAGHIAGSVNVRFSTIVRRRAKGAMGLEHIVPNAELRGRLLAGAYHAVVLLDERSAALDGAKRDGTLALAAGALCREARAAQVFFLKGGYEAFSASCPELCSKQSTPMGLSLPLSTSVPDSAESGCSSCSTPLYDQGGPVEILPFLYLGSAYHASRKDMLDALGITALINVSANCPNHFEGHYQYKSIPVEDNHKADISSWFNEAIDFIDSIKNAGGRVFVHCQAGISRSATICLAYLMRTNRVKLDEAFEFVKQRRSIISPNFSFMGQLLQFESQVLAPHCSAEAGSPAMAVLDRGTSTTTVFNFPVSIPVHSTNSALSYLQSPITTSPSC
# FXIa mix inh = FXIa protease inhibitors in compound pools, primary screen, biochemical, 10-compound mixtures. Coagulation factor XI (Homo sapiens), P03951. purified FXIa, fluorogenic substrate, pooled mixtures. inhibition, % at 5 µM. hit rate 0.19% among 62,000;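 note: each value is inhibition by a whole ten-compound pool holding the compound; 0% = enzyme with no mixture and 100% = wells lacking enzyme; strong numbers were not always called active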
# JNK3 blocker = JNK3 kinase activity inhibitors, primary screen, biochemical, human, purified enzyme; inhibition, % at 8 µM; hit rate 0.61% among 60,000; AID 746, 2007; HTS; in the data active = inhibition above about 17%;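 note: 0% = DMSO and 100% = reference inhibitor; many of its hits are not listed in these tables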
# Hsp90 inh = tumor Hsp90 inhibitors, primary screen, cell lysate, fluorescence polarization, NCI-N417 lysate; Heat shock protein HSP 90-alpha (Homo sapiens), P07900; Cy3B-geldanamycin FP displacement; inhibition, % at 30 µM; hit rate 0.35% among 64,000; AID 429, 2006;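 active = inhibition above 50%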;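 note: 0% = tracer plus lysate wells and 100% = tracer alone without lysate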
# AP complement = alternative complement pathway inhibitors, primary screen, biochemical, ELISA, human serum, orthogonally pooled compounds | LPS-coated ELISA, C3 deposition; tested in compound mixtures | inhibition, % at 5 µM | hit rate 0.08% among 62,000;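 active = inhibition above 30% in each of the two pooled mixtures holding the compound, so the lower value exceeds 30%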;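 note: 0% = serum in Mg-EGTA without compound and 100% = EDTA serum blank; some compounds past the cut are filed as inactive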
#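 Assay system: human serum alternative complement pathway, C3 deposition on LPS-coated wells; Dosing: 5 µM per compound in ten-compound mixtures; Detection: Anti-C3 ELISA, OD 450 nm; Buffer or medium: Mg2+-EGTA GVB++ buffer containing human serum at 1:15 dilution; Timing: 1 h at 37 °C; Replication: two different pools per compound.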
# Abs 340nm = compound light absorbance at 340 nm, profiling panel, artefact control, biochemical, MLSMR library, data from PS, PMK, MK assays; AID 708, 2007; compound absorbance at 340 nm, fold over control; 65,000 tested, under 10 active; fold change at 10 µM;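 active = at 10 µM dose, initial 340 nm absorbance at least 2 fold that of control wells; inactive = change under 2 fold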;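 note: initial absorbance extrapolated from kinetic A340 decline of NADH oxidation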
# * = called active by the depositor; i = inactive; nt = no result given; & = joins results of further samples; [ ] = another dose, or the depositor's remark. Cut-off read from the data, not from the text of the source, unless noted: active = inhibition above about 20% (passing the limit was not always enough); inactive = the rest.
# The opening two compounds, to show the layout:
structure,FXIa mix inh,JNK3 blocker,MKP-1 inh,FXIIa mix inh,Hsp90 inh,MMP13 inh,AP complement,Cdc25B block,Abs 340nm
CCc1ccccc1NC(=O)COC(=O)C1CC(=O)N(c2ccc(F)cc2)C1 (stereo not given),-3,0,2,0,0,3,-2,13,1
CCOC(=O)C1=C(c2ccccc2)N2CCS(=O)(=O)N=C2S1,6,-4,5,5,-4,2,1,-9,0.99

# All compounds of this part, repeating the preview:
structure,FXIa mix inh,JNK3 blocker,MKP-1 inh,FXIIa mix inh,Hsp90 inh,MMP13 inh,AP complement,Cdc25B block,Abs 340nm
CCc1ccccc1NC(=O)COC(=O)C1CC(=O)N(c2ccc(F)cc2)C1 (stereo not given),-3,0,2,0,0,3,-2,13,1
CCOC(=O)C1=C(c2ccccc2)N2CCS(=O)(=O)N=C2S1,6,-4,5,5,-4,2,1,-9,0.99
COc1ccc(C)cc1-n1nnnc1SCc1cn2ccsc2n1,6,-1,-11,7,-4,-2,10,2,1
N#CC(C(=O)NC1CCCCC1)c1nc2ccccc2nc1N1CCN(c2ccc(F)cc2)CC1 (stereo not given),1,3,1,-14,0,-3,17,3,1
CCOC(=O)c1cc(CNC(=O)c2c(C)oc3c2CCCC3)c(C)o1,7,0,-7,-1,-14,5,-11,4,1
CCCN1C(=O)c2ccccc2NC1c1ccc(OC)cc1OC (stereo not given),1,2,-8,6,-3,-109[fluorescence artefact?],14,-14,1.1
CN(C)C(=O)N1CCC(C(=O)NCC2CCCO2)CC1 (stereo not given),9,-5,10,5,-1,2,9,-15,1
CCN(CC)C(=O)Cc1cc(C(=O)O)c2ccccc2n1,5,6,3,-50,-2,6,3,-13,1.1
CCN1C(=O)c2cccc3c(N)ccc1c23,5,-16,9,0,-3,-6,24,47,1
c1ccc(Cc2nnc3sc(-c4ccncc4)nn23)cc1,12,-1,7,-1,-5,4,9,-8,1
C=CCN(CC=C)C(=O)C1CC(=O)N(c2ccc(Br)cc2)C1 (stereo not given),7,3,3,8,-6,-2,19,-2,1
CCOC(=O)C1CCN(C(=O)C2CCN(S(=O)(=O)c3cc(Cl)ccc3Cl)CC2)CC1,7,-10,12,3,-1,1,2,-2,1
C=Cn1ccnc1P(=S)(c1ccc2c(c1)c1ccccc1n2CC)c1nccn1C=C,8,nt,15,-21,nt,4,8,-8,1.1
CNC(=O)CSc1nnc(-c2cccnc2)n1CCc1ccccc1,1,-1,0,1,1,-1,-16,-9,1
CC1CCN(S(=O)(=O)c2cccc(C(N)=O)c2)CC1,-11,7,-3,-1,2,-2,32,-1,0.98
CC1Cc2nc(SCC(=O)N3CCCC3)n(C)c(=O)c2S1 (stereo not given),7,2,14,-15,1,4,16,4,1.1
CCOCCCNC(=O)CCCn1nc(C)n2c(cc3sccc32)c1=O,2,3,10,2,0,0,20,-3,1.1
CNCCC(Oc1ccc(C(F)(F)F)cc1)c1ccccc1 (stereo not given),-1,1,-19,-1,-3&0,0,11,-3,0.99
CCN1C(=O)C2(C(C#N)=C(N)Oc3cc(C)oc(=O)c32)c2ccccc21 (stereo not given),-15,nt,31,1,-5,0,3,-9,1.1
CCCSc1nnc(-c2ccccc2NC(=O)CC)c(=O)[nH]1,-1,4,-8,12,-6,3,7,2,1
O=C(CCS(=O)(=O)c1cccs1)N1CCCC1,9,nt,9,9,nt,0,0,-13,1
CCCCn1c(C)cc2cc(O)ccc21,7,-5,19,-20,1,-5,3,9,1
CC(=O)C(C)Oc1ccc2c3c(c(=O)oc2c1)CCCC3 (stereo not given),4,4,-6,0,-3,-84[fluorescence artefact?],9,-1,1.1
COc1ccccc1N(CC(O)CN(c1ccccc1)S(C)(=O)=O)S(=O)(=O)c1ccccc1 (stereo not given),5,-5,5,5,-1,4,29,-6,1
O=S(=O)(c1ccc(OCC(O)CNCc2ccco2)c(Cl)c1)N1CCOCC1 (stereo not given),2,nt,7,-18,-2,3,0,-7,1
COc1cccc(C2C(C(=O)c3cccs3)=C(O)C(=O)N2c2cc(C)on2)c1 (stereo not given),nt,-7,-10,nt,-3,2,nt,-2,1.1
CC1=NC(C(F)(F)F)(C(F)(F)F)C2=C(CC(C)(C)CC2=O)N1Cc1ccco1,4,2,3,11,-1,3,-2,0,1.1
COc1ccc(-c2cn3cccnc3n2)cc1NC(=O)c1ccc(Br)o1,3,nt,34,2,-2,-62[fluorescence artefact?],1,-6,1.1
CCn1c(N)c(C(=O)NCC2CCCO2)sc1=S (stereo not given),2,2,-9,7,-3,-3,8,2,1.1
Cc1nnc(SCc2nc3ccccc3s2)n1-c1ccccc1,13,-13,3,-2,-11,-6,3,-10,1
Cn1c(Cn2c(=O)sc3ccccc32)nnc1SCC(=O)N1CCCC1,3,-1,4,-1,-1,7,9,-9,1.1
CCOC(=O)C1CCN(C(=O)c2ccco2)CC1,3,8,-6,9,-2,3,9,-8,0.99
CC(C)C(=O)Nc1ccc2c(c1)C(=O)N(CCC(=O)O)C2=O,3,5,-2,7,-4,-51[fluorescence artefact?],20,1,1
CC(=O)N1CCC(C(=O)Nc2nc(-c3ccccc3)ns2)CC1,nt,2,3,nt,-3,5,nt,-6,1
CC1CCCC(C)N1CC(O)COc1ccc(Cl)cc1 (stereo not given),10,0,-15,-14,-3,3,12,-18,0.99
CC(C)(C)NS(=O)(=O)c1ccc(OCC(=O)Nc2ccc3c(c2)OCCO3)cc1,0,nt,5,7,nt,-1,7,-5,1.1
CN(C)S(=O)(=O)c1cccc2nsnc12,5,2,-3,3,-9,-1,2,-20,1
O=C1C2C3C=CC(C3)C2C(=O)N1CNc1ccc(O)cc1 (stereo not given),0,4,7,2,61*,4,5,-19,0.99
O=C(Oc1ccc2c(c1)OCO2)c1cccs1,1,5,6,5,10,-1,-5,-7,1
O=C(CSc1nc2ccccc2c(=O)n1C1CC1)NCc1ccccc1,7,nt,-6,4,-2,3,16,-19,1
O=C(CN1CCN(Cc2ccccc2F)C1=O)NCc1cccnc1,7,0,-5,-9,-1,-3,19,-6,0.99
CCOC(=O)CCc1c(C)nc2cc(-c3ccc(F)cc3)[nH]n2c1=O,7,-6,1,6,-3,-32,17,-5,0.99
O=C1CCCN1CCCNc1ncnc2c1[nH]c1ccc(Cl)cc12,4,4,3,2,-6,-27,8,-1,1
COC(=O)CSc1nnc(CNS(=O)(=O)c2ccc(C)cc2)n1C,9,2,-12,3,3,-8,7,-11,1
Cc1ccccc1NC(=O)C1CCCN(S(=O)(=O)c2c(C)noc2C)C1 (stereo not given),5,-5,3,4,0,-5,15,-8,1
COc1ccc(-c2nnc(SCC(=O)N3CCCCC3)o2)cc1OC,4,-2,-9,16,-3,6,19,0,1
Cn1c(CCN2CCCCC2)nc2cc(NS(=O)(=O)c3ccc(Cl)cc3)ccc21,13,-3,-31,3,0,1,3,-9,0.98
c1ccc(-n2cnc3cc(NCc4ccccn4)ccc32)cc1,5,2,-4,16,-5,-1,-5,14,1
NC(=O)NC(=O)COC(=O)c1ccccc1Oc1ccccc1,13,nt,2,10,nt,2,9,5,1
COc1ccc(Cl)cc1C(=O)NCC(c1ccco1)N1CCCC1 (stereo not given),6,nt,1,3,nt,3,14,-15,0.98
C=CCn1c(=S)[nH]c2ccc(Br)cc2c1=O,-13,-3,3,6,-6,2,-10,0,1.1
C=CCn1cc(C(=O)NCCCOC)c(=O)c2cc(S(=O)(=O)N(CC)CC)ccc21,-1,3,23,-2,-1,2,1,-7,1
CN1CCc2c(c3c(n2C)CCN(C)[C@@H]3c2cccnc2)[C@H]1c1cccnc1,5,5,-20,3,-7,-2,-5,1,1
O=C(CSc1nnc(-c2ccco2)n1-c1ccccc1)N1CCc2ccccc21,11,-6,2,1,-4,4,22,-8,1.1
Clc1cc(Br)ccc1OCCOCCN1CCOCC1,6,-2,10,-27,0,-8,-3,-17,1
CC(=O)Nc1c(C(=O)c2ccccc2)oc2ccccc12,2,0,7,-14,3,2,-2,7,1.1

# (next part)
structure,FXIa mix inh,JNK3 blocker,MKP-1 inh,FXIIa mix inh,Hsp90 inh,MMP13 inh,AP complement,Cdc25B block,Abs 340nm
O=C(NCc1ccco1)c1cccc(NC(=O)c2ccccc2)c1,3,14,-4,-15,-4,3,8,-9,1.1
CN(C)CCN1C(=O)c2oc3ccccc3c(=O)c2C1c1ccccc1 (stereo not given),2,-2,11,12,-2,-1,14,-5,1
COc1cc(C#N)ccc1OCC(=O)c1ccc2c(c1)OCCO2,5,1,-16,6,-2,-1,-1,-3,1
CC(NC(=O)c1ccc(N(C)C)cc1)C(c1cccs1)N1CCN(C)CC1 (stereo not given),nt,-17,30,nt,2,5,nt,-3,1.1
FC(F)(F)c1nnc2ccc(-n3ccnc3)nn12,2,3,10,-6,-3,3,0,-7,1.1
CCCC(CCC)C(=O)NCCN1CCOCC1,7,-2,-10,2,0,5,21,3,0.98
O=C(NCc1ccccc1Cl)C1CCN(S(=O)(=O)N2CCCCCC2)CC1,0,3,9,5,-1,-2,12,-10,1
O=C(OCCCN1C(=O)c2ccccc2C1=O)c1ccco1,-2,-1,-12,-14,-1,-2,-18,-3,1
CC(=O)c1c(C)[nH]c(C(=O)CSc2nnc(-c3ccco3)n2Cc2ccccc2)c1C,3,-4,21,4,-4,-1,-4,-5,1.1
COC(=O)C(C#N)c1nc2ccccc2nc1N1CCCC1 (stereo not given),2,8,-26,3,-4,5,-2,-13,1
CN1CCN(Cc2nc3c([nH]2)c(=O)[nH]c(=O)n3C)CC1,3,-7,18,5,-2,0,6,-8,0.98
COc1ccc(Cl)cc1S(=O)(=O)N1CCN(CC(=O)C(C)(C)C)CC1,3,-7,2,6,-1,3,2,1,0.98
COc1cccc(-c2nnc3n2N=C(c2cccc(Br)c2)CS3)c1,-4,-6,-9,-1,-1,0,-2,3,1.1
COc1ccc(C(=O)NCC(=O)NC2=NCCS2)cc1,-11,8,-2,-20,1,4,7,-12,0.98
COc1ccc(OCCSc2nc3ccccc3c(=O)[nH]2)cc1,0,-2,11,12,0,-1,0,4,1
Cc1ccc(Cn2nnc3c(=O)n(CC(=O)NCC4CCCO4)cnc32)cc1 (stereo not given),-2,0,2,1,-4,2,-12,14,0.99
CCCN1CCN(CCCNC(=O)Cn2nc(-c3ccccc3)ccc2=O)CC1,-7,-5,25,5,-1,3,-2,-12,1
CCOC(=O)c1ccc2ncc(C(=O)OCC)c(NCCCN3CCOCC3)c2c1,4,-3,13,-9,-3,-25,17,-8,1.1
CCS(=O)(=O)NCCc1csc(C)n1,2,1,6,8,0,-3,9,-5,1
Cc1cc(NC(=O)COC(=O)c2c(C)nn(-c3ccccc3)c2C)no1,6,-6,-1,-1,1,5,9,-6,0.99
N=c1c(S(=O)(=O)c2ccc(Cl)cc2)cc2c(=O)n3ccccc3nc2n1CCN1CCOCC1,-47,1,40,-1,-3,i[fluorescence artefact?],5,1,1
CC(C)c1c(O)nc(SCc2ccccc2)[nH]c1=O,7,0,-20,7,-4,0,22,-1,1

# The order is random; any-hit rate near 1.5%.
